Source: PubChem BioAssay (several laboratories)
NS5 inhibitors – flavivirus cap methylation enzyme inhibition – biochemical, confirmation dose response, primary screen (AID 588689). inhibition, % at 25 µM, or IC50 in µM where a hit was titrated. 0.3% of 340,000 active. Dengue-2 NS5 methyltransferase capping enzyme assay, biochemical; higher % means a stronger effect; in the data active = a potency from the dose series; inconclusive = inhibition above about 29% without an active follow-up result
AID2073 – disruptors of CaV2.2 binding to Mint1 – biochemical, HTRF (AID 2073) | HTRF protein-protein interaction, Mint1-CaV2.2; higher % means a stronger effect | one-dose inhibition, % at 20 µM; IC50 in µM for titrated hits | 0.19% of 290,000 active; in the data active = inhibition mostly above about 51%, no sharp cut-off; inconclusive = no clear call, values can overlap the other calls; inactive = mostly below about 53%; also: some results filed as inactive read as strong as hits
LYP inhibition – inhibitors of LYP phosphatase, biochemical, fluorescence intensity, uHTS (AID 1779); one-dose inhibition, % at 11.5 µM; IC50 in µM for titrated hits; 0.054% of 290,000 active; recombinant LYP phosphatase, fluorescence intensity; higher % means a stronger effect; in the data active = inhibition above about 50%;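 also: plate controls were vehicle with enzyme for no effect and no enzyme for full effect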
SV40 large T antigen – SV40 large T antigen inhibitors, biochemical (AID 1903) | SV40 large T antigen ATPase/helicase inhibition assay; higher % means a stronger effect | inhibition, % at 20 µM; hits with a dose series show IC50 in µM | 0.39% of 310,000 active; in the data active = a potency from the dose series; inconclusive = inhibition mostly from about 32% at the one dose, without a potency; inactive = the rest, 99 in 100 with inhibition below about 32%; also: strong numbers were not always called active
Rac1 GTP hydrolysis – MgcRacGAP GTPase-activating activity inhibitors, confirmation, biochemical, ADP Hunter fluorescence; MgcRacGAP-stimulated Rac1 GTP hydrolysis, ADP Hunter fluorescence; higher % means a stronger effect; GST-tagged Rac1 F28L mutant substrate; one-dose inhibition, % at 30 µM; IC50 in µM for titrated hits; 0.6% of 340,000 active; AID 624330;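 active = first-screen hits whose inhibition reached a set limit at any dose in the follow-up dose series; inconclusive = inhibition above the set first-screen limit but never retested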;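 also: fluorescence reports GDP produced by GAP-driven GTP hydrolysis; strong numbers were not always called active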
HIV fusion peptide – cell-free HIV fusion peptide-binding blockers – biochemical, uHTS, fluorescence dequenching, primary screen (AID 1986); cell-free peptide binding, fluorescence dequenching, 30 min; higher % means a stronger effect; one-dose inhibition, % at 20 µM; IC50 in µM for titrated hits; 0.3% of 290,000 active; in the data active = inhibition mostly above about 52%, no sharp cut-off; inactive = mostly below about 76%; also: some results filed as inactive read as strong as hits
RSV antiviral HEp-2 – inhibition of RSV-induced cytopathic effect – HEp-2 cells, primary 10 µM value included (AID 2391); HEp-2 cells, RSV-induced CPE inhibition; higher % means a stronger effect; one-dose CPE inhibition, % at 10 µM; IC50 in µM for titrated hits; 0.13% of 310,000 active; in the data active = a potency from the dose series; inconclusive = CPE inhibition mostly from about 23% at the one dose, without a potency; inactive = the rest, 99 in 100 with CPE inhibition below about 21%; also: strong numbers were not always called active
SIAH1 antagonists – blockers of Siah-1 interaction with plectin peptide – biochemical, fluorescence polarization, rhodamine-plectin, uHTS, primary screen (AID 1817) | Siah-1 / rhodamine-plectin peptide fluorescence polarization; higher % means a stronger effect | one-dose displacement, % at 20 µM; IC50 in µM for titrated hits | 0.02% of 290,000 active;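 active = displacement of at least 50% at 20 µM, with a fluorescence ratio check between 0.3 and a set limit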;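 also: plate controls were Siah plus tracer with DMSO for no effect and tracer alone without Siah for full effect; strong numbers were not always called active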
XIAP antagonists – small molecules displacing peptide from XIAP – biochemical, IAP family, fluorescence polarization (AID 1018) | XIAP BIR domain, fluorescence polarization peptide displacement; higher % means a stronger effect | displacement, % at 20 µM; hits with a dose series show IC50 in µM | 0.007% of 200,000 active; in the data active = displacement above about 50%; also: a part of the inactive calls stands beside numbers as strong as those of hits
The depositor's hits bear a star; u = inconclusive; x = not tested or not shown.

SMILES	NS5 inhibitors	AID2073	LYP inhibition	SV40 large T antigen	Rac1 GTP hydrolysis	HIV fusion peptide	RSV antiviral HEp-2	SIAH1 antagonists	XIAP antagonists
Cc1cc(Br)ccc1OCCN1CC(C)OC(C)C1 (stereo not drawn)	-2%	-10%	-8%	8%	15%	-2.0%	-0.7%	5%	-4.0%
N#Cc1ncc(Cc2ccccc2)nc1C#N	28%	0%	-4%	13%	8%	3.9%	3.9%	-6%	x
CSc1ccccc1NC(=O)C1CC(c2ccccc2Cl)=NO1 (stereo not drawn)	-14%	-12%	-7%	11%	5%	-0.5%	2.9%	15%	x
CCCCC(=O)Nc1cc(C(=O)NCCc2ccccc2)ccc1Cl	-4%	16%	-7%	4%	1%	1.5%	1.0%	5%	-2.9%
OCCC1CN(Cc2ccc(Oc3ncccn3)cc2)CCN1CCc1ccccc1 (stereo not drawn)	x	-1%	-8%	8%	-1%	-1.5%	-0.2%	7%	-2.9%
Cc1ccccc1C(=O)NC(CC(C)C)C(=O)Nc1ccc(F)c([N+](=O)[O-])c1 (stereo not drawn)	-10%	7%	-4%	-2%	-2%	-1.5%	2.0%	-2%	-9.4%
C[C@@H]1CC[C@@]2(O[C@@H](CCO)C[C@H](O)[C@H]2O)O1	-4%	x	x	11%	13%	x	2.2%	x	x
Cc1cc(N/C=C/C(=O)c2cccc3ccccc23)no1	-3%	-2%	-6%	8%	-5%	36%	7.1%	2%	-3.8%
S=C1NC2=C(CCC/C2=C\c2ccc(Cl)cc2)C(c2ccc(Cl)cc2)N1 (stereo not drawn)	-2%	-40%	1%	15%	4%	1.0%	16%	-3%	x
Cc1ccc(OCC(=O)Nc2ccc(CN3CCCCC3)cc2)c(C)c1	-1%	-4%	-8%	2%	4%	-0.4%	-0.8%	-2%	-4.5%
CC(Cc1ccccn1)NC(=O)c1ccc(OC2CCN(Cc3ccccn3)CC2)cc1 (stereo not drawn)	-8%	0%	0%	22%	7%	0.9%	0.7%	-2%	x
COc1cc(CNC(C)(C)CO)ccc1OCC(=O)NC(C)(C)C	-1%	-7%	-2%	9%	3%	51%	1.2%	8%	-8.3%
O=C(CSc1nc2ccc(NC(=O)c3ccccc3C(=O)O)cc2s1)Nc1ccc(F)c([N+](=O)[O-])c1	-4%	5%	-1%	5%	8%	26%	0.4%	11%	x
CCNC(=O)CSc1nnc(CN2CCCCCC2=O)n1-c1ccccn1	x	4%	-5%	11%	3%	0.5%	0.0%	-3%	-24%
CN(C)c1ccc(P(=O)(OCc2ccccc2)C(O)c2cccnc2)cc1 (stereo not drawn)	-3%	13%	4%	5%	7%	2.2%	3.2%	0%	-6.9%
CCn1c(SCC(=O)NC2CCCC2)nnc1C(C)C	-1%	15%	-11%	1%	8%	-0.1%	-0.2%	-6%	x
CCOc1ccccc1N1CCN(C(=S)NCc2ccco2)CC1	6%	8%	-2%	10%	7%	5.9%	2.2%	-4%	-5.0%
O=C(NNC1=NS(=O)(=O)c2ccccc21)c1ccc(Cl)cc1	-8%	6%	1%	8%	7%	4.1%	1.1%	17%	-0.9%
Cc1cc(C(F)F)n2ncc(C(=O)N3CCCCC3)c2n1	-1%	30%	-3%	25%	6%	2.5%	1.0%	1%	-1.2%
CCOC(=O)N1CCC(N2C(=O)c3ccccc3C2Nc2ccccc2)CC1 (stereo not drawn)	3%	4%	-5%	13%	3%	0.9%	0.8%	-2%	-1.2%
Cn1c(CNC(=O)OC(C)(C)C)nnc1SCc1c(Cl)cccc1Cl	-5%	-2%	-4%	11%	3%	-0.6%	3.1%	-8%	x
Cc1cc(OCC(=O)Nc2ccncc2)ccc1[N+](=O)[O-]	1%	4%	-3%	6%	11%	-0.5%	9.6%	-7%	-6.3%
Fc1ccccc1Cc1noc(CN2CCCC(CN3CCOCC3)C2)n1 (stereo not drawn)	-6%	12%	-3%	15%	3%	0.7%	0.4%	4%	-4.6%
COc1ccc(NC(=O)CSCc2ccc([N+](=O)[O-])cc2)cc1OC	5%	8%	-4%	7%	15%	1.5%	0.7%	5%	x
O=C(CCNc1cccc(Cl)c1)c1ccco1	-3%	-6%	-7%	14%	-3%	1.0%	1.7%	2%	-5.6%
O=C(COC(=O)[C@@H]1CC(O)CN1S(=O)(=O)c1ccccc1[N+](=O)[O-])c1ccccc1 (stereo partly drawn)	-7%	9%	-5%	5%	3%	-1.3%	1.4%	5%	-3.5%
CC1(C)CC2(C)Nc3ccccc3N2C(=S)N1 (stereo not drawn)	-5%	-10%	-3%	8%	5%	-1.4%	0.7%	21%	-9.0%
O=C(NCc1ccc2c(c1)OCO2)c1ccc(NC(=O)C2CCCO2)cc1 (stereo not drawn)	2%	-16%	-1%	1%	3%	0.6%	2.7%	2%	-4.1%
CCOC(=O)c1c(-c2ccc(C)o2)csc1NC(=O)COC(=O)c1cccs1	-21%	-27%	1%	1%	5%	4.7%	14%	-2%	-1.5%
Cc1cc(Sc2nnc(N)s2)c2ccccc2n1	-13%	-16%	-2%	3%	12%	-2.3%	8.2%	-9%	x

Record cards, as listed above. Values in the order: NS5 inhibitors, AID2073, LYP inhibition, SV40 large T antigen, Rac1 GTP hydrolysis, HIV fusion peptide, RSV antiviral HEp-2, SIAH1 antagonists, XIAP antagonists
O=C(NCc1ccc2c(c1)OCO2)c1ccc(NC(=O)C2CCCO2)cc1 (stereo not drawn) is listed with 2%, -16%, -1%, 1%, 3%, 0.6%, 2.7%, 2%, -4.1%
Cn1c(CNC(=O)OC(C)(C)C)nnc1SCc1c(Cl)cccc1Cl is listed with -5%, -2%, -4%, 11%, 3%, -0.6%, 3.1%, -8%, x

Carrying on:
SMILES	NS5 inhibitors	AID2073	LYP inhibition	SV40 large T antigen	Rac1 GTP hydrolysis	HIV fusion peptide	RSV antiviral HEp-2	SIAH1 antagonists	XIAP antagonists
O=C(CC(=O)N/N=C/c1c(F)cccc1Cl)NCCc1ccccc1	1%	5%	-8%	7%	9%	-1.2%	0.7%	-2%	x
CC(=O)Nc1sc2c(c1C(N)=O)CCCC2	1%	9%	-10%	12%	0%	0.3%	1.1%	2%	0.7%
C=CCN(c1ccccc1C(=O)NCC(=O)OCC)S(=O)(=O)c1ccc(C)cc1	2%	6%	-11%	6%	5%	-1.5%	1.6%	12%	x
COc1ccc2[nH]cc(C(=O)CN3CCCC(C)C3)c2c1 (stereo not drawn)	-2%	-9%	-5%	19%	20%	0.3%	-1.3%	0%	-3.6%
Oc1ccc(N2CCN(C(c3cccs3)c3nnnn3CCc3ccccc3)CC2)cc1 (stereo not drawn)	-2%	-56%	5%	35%	47µM*	-1.3%	-1.1%	-2%	-2.5%
CC(C)C(OC(=O)CCC(=O)Nc1nccs1)C(=O)NC1CCCCC1 (stereo not drawn)	7%	-4%	0%	10%	5%	0.5%	0.6%	2%	-3.8%
COc1ccccc1N1C(=O)Cc2ccccc2C1=O	2%	49%	4%	17%	19%	-1.3%	1.5%	-6%	x
N#Cc1c2n(c3c(=O)n(CC(=O)c4ccc([N+](=O)[O-])cc4)cnc13)CCCCC2	1%	-5%	-6%	9%	-2%	0.1%	-0.5%	-3%	-6.9%
CCOc1ccc(NC(=O)Nc2cccnc2)cc1	6%	4%	-9%	7%	-13%	0.0%	2.7%	3%	-1.6%
COc1cc(C)ccc1OCCOc1c(C)cccc1Cl	-8%	4%	-3%	2%	7%	-1.4%	1.3%	-1%	-3.6%
COc1ccc(NC(=O)CSC(C)c2nc3ccccc3c(=O)[nH]2)cc1 (stereo not drawn)	-3%	12%	-6%	4%	10%	-0.6%	1.1%	-4%	x
Cc1ccc(S(=O)(=O)NCCCCCC(=O)Nc2c(C)n(C)n(-c3ccccc3)c2=O)cc1	-5%	3%	-6%	10%	5%	1.2%	2.7%	-2%	-5.4%
COc1cc2cc(CN(CCN3CCOCC3)C(=O)Nc3ccc(F)cc3)c(=O)[nH]c2cc1OC	3%	16%	-4%	10%	5%	2.1%	3.4%	2%	-5.4%
Cn1nc(-c2ccccc2)c2ncc(C(F)(F)F)cc21	-1%	u	-4%	-7%	3%	-1.1%	4.3%	-5%	-3.4%
COc1ccc(CCN(C)CCC(=O)Nc2cccc(C)c2)cc1OC	5%	2%	-9%	8%	11%	1.5%	x	3%	x
O=C(NN1C(=O)C2C3C=CC(O3)C2C1=O)c1cccc(O)c1 (stereo not drawn)	1%	14%	-6%	7%	4%	0.0%	1.6%	4%	-0.8%
O=S(=O)(c1ccccc1)n1nc(-c2ccccc2)nc1NCc1ccco1	-12%	4%	1%	6%	7%	27%	8.9%	-3%	0.5%
C/C(N)=C(/C#N)C(=O)CSc1nnnn1-c1ccccc1	-5%	0%	-9%	15%	1%	0.3%	0.1%	-1%	-8.1%
CN1CCC(N(C)C(=O)c2cc(=O)c3ccccc3o2)CC1	-6%	-8%	-2%	10%	1%	-0.9%	-0.4%	6%	-8.4%
CCOC(=O)Nc1nc(-c2ccc(F)cc2F)cs1	0%	20%	-8%	1%	5%	-0.4%	19%	-1%	-7.0%

Rac1 GTP hydrolysis, hit marks shown above.
SMILES	NS5 inhibitors	AID2073	LYP inhibition	SV40 large T antigen	Rac1 GTP hydrolysis	HIV fusion peptide	RSV antiviral HEp-2	SIAH1 antagonists	XIAP antagonists
Oc1ccc(N2CCN(C(c3cccs3)c3nnnn3CCc3ccccc3)CC2)cc1 (stereo not drawn)	-2%	-56%	5%	35%	47µM*	-1.3%	-1.1%	-2%	-2.5%

More compounds
SMILES	NS5 inhibitors	AID2073	LYP inhibition	SV40 large T antigen	Rac1 GTP hydrolysis	HIV fusion peptide	RSV antiviral HEp-2	SIAH1 antagonists	XIAP antagonists
COc1ccc(OC)c(NC(=O)C2CCCN2S(=O)(=O)c2cccc3nsnc23)c1 (stereo not drawn)	-4%	18%	-7%	2%	10%	-0.6%	u	8%	x
CNS(=O)(=O)c1ccc2ccccc2c1	-2%	10%	-9%	-25%	6%	-2.0%	1.3%	-4%	x
CC(C(=O)OCC(=O)c1ccc(Br)cc1)N1C(=O)C2C3C=CC(C3)C2C1=O (stereo not drawn)	-1%	6%	-4%	9%	9%	1.0%	0.0%	4%	x
CS(=O)(=O)c1ccc(S(=O)CC(=O)Oc2ccc(Cl)cc2)c([N+](=O)[O-])c1 (stereo not drawn)	x	-48%	-3%	21%	x	2.5%	9.8%	16%	-4.0%
CCN(CC(=O)NCc1cccs1)C(=O)c1ccccc1F	-11%	13%	-4%	6%	3%	-2.3%	-0.7%	14%	-8.5%
CCN(CC(=O)Nc1cc(Cl)ccc1C)C(=O)COc1cccc2c1OC(C)(C)C2	-1%	3%	-6%	16%	4%	0.4%	3.1%	13%	x
COc1nc(NCCc2ccc(OC)c(OC)c2)nc(NC(C)(C)CO)n1	-1%	4%	-1%	-1%	4%	0.7%	0.7%	1%	-2.1%
CCc1nc(CN2CCN(Cc3ccc(F)c(F)c3)C(CCO)C2)c(C)[nH]1 (stereo not drawn)	5%	-5%	-4%	9%	6%	2.2%	-1.0%	3%	-3.7%
CCOC(=O)N1CCC(N2CCCC(CO)(Cc3cccc(OC)c3)C2)CC1 (stereo not drawn)	-21%	10%	5%	12%	1%	2.9%	4.8%	7%	-3.6%
COc1ccc(C(=O)NCC(=O)N/N=C/c2c(C)[nH]c3ccccc23)cc1OC	5%	-7%	-1%	17%	9%	-0.9%	7.1µM*	-7%	x

An unsorted share of the library. About 1.7% of those tested had a hit in this group.
